# Bioassay records from PubChem BioAssay.
# KOR beta-arrestin-1 – kappa opioid receptor blockers – cell-based, luminescence, uHTS (AID 1778). inhibition, % at 10 µM, or IC50 in µM where a hit was titrated. KOR beta-arrestin recruitment, luminescence, antagonist mode; higher % means a stronger effect. actives 0.091% (n = 290,000); in the data active = inhibition above about 50%; note: strong numbers were not always called active
# GPR55 beta-arrestin – selective activators of receptor GPR55 – imaging, U2OS cells, beta-arrestin-GFP redistribution, primary screen (AID 1961); U2OS GPR55 beta-arrestin-GFP redistribution imaging; higher % means a stronger effect; one-dose activation, % at 10 µM; EC50 in µM for titrated hits; actives 0.048% (n = 290,000);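 active = activation above 40% with more than 50 cells counted in the well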;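 note: U2OS osteosarcoma cells stably expressing GPR55 and beta-arrestin-GFP; plate controls were DMSO negative control for no effect and LPI positive control for full effect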
# MgcRacGAP inhibition – MgcRacGAP GTPase-activating activity inhibitors, confirmation, biochemical, ADP Hunter fluorescence. AID 624330. actives 0.6% (n = 340,000). MgcRacGAP-stimulated Rac1 GTP hydrolysis, ADP Hunter fluorescence; higher % means a stronger effect; GST-tagged Rac1 F28L mutant substrate. inhibition, % at 30 µM, or IC50 in µM where a hit was titrated;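 active = first-screen hits whose inhibition reached a set limit at any dose in the follow-up dose series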;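 note: fluorescence reports GDP produced by GAP-driven GTP hydrolysis; strong numbers were not always called active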
# NTR1 ag – agonists of NTR1, primary screen, imaging, U2OS cells, beta-arrestin-GFP, high content (AID 493036); P30989; NTR1-U2OS beta-arrestin-GFP spot imaging, agonist mode; activation, % at 20 µM; actives 0.17% (n = 330,000);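 active = activation at or above 40% of the spot to cytoplasm intensity ratio, with at least 20 cells analyzed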;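 note: 0% = DMSO without peptide and 100% = 100 nM NTR1 peptide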
# Target sequence (P30989 whole entry, looked up): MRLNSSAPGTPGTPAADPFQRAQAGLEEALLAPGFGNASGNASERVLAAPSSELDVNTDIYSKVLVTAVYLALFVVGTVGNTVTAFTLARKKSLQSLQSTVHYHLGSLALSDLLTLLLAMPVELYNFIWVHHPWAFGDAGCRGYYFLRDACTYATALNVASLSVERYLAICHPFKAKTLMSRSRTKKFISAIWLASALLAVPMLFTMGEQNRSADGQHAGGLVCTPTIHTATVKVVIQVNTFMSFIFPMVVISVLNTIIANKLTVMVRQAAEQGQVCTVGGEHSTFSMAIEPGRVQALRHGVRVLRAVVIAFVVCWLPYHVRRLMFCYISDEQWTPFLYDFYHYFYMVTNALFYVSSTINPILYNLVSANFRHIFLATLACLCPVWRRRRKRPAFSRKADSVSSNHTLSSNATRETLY
# NOD1 inhibition – NOD1 signaling inhibitors, primary screen, cell-based, luminescence, uHTS (AID 1578); NOD1-driven NF-kB luciferase reporter cells, luminescence; higher % means a stronger effect; inhibition, % at 4 µM, or EC50 in µM where a hit was titrated; actives 1% (n = 290,000); in the data active = inhibition mostly above about 36%, no sharp cut-off; inactive = mostly below about 34%;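 note: HEK-293T reporter cells stimulated with the NOD1 agonist gamma-tri-DAP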
# GPR35 arrestin U2OS – inhibition of zaprinast-stimulated GPR35 beta-arrestin translocation – imaging, U2OS, beta-arrestin-GFP, zaprinast agonist, primary screen (AID 2058) | U2OS GPR35 beta-arrestin-GFP translocation imaging, zaprinast antagonism; higher % means a stronger effect | inhibition, % at 10 µM, or IC50 in µM where a hit was titrated | actives 0.052% (n = 290,000);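 active = inhibition of at least 50% with at least 30 cells and total cytoplasm GFP at most 10,000,000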
# KOR beta-arrestin-2 – KOR agonists, beta-arrestin recruitment, primary screen, cell-based, luminescence, uHTS (AID 1777); actives 0.02% (n = 280,000); KOR beta-arrestin recruitment, luminescence; higher % means a stronger effect; activation, % at 10 µM, or EC50 in µM where a hit was titrated; in the data active = activation above about 50%, passing the limit was not always enough; note: a part of the inactive calls stands beside numbers as strong as those of hits
# UTI89 phage lysis – protection from phage-mediated lysis, alamar blue read-out – E. coli UTI89, K1F phage, bacterial capsule biogenesis inhibitors (AID 488966); E. coli UTI89 K1F phage lysis, alamar blue, 2 h; higher % means a stronger effect; inhibition, % at 100 µM; hits with a dose series show IC50 in µM; actives 0.02% (n = 340,000);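 active = phage lysis inhibition, versus mean bacterial control, above a set limit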;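 note: capsule biogenesis inhibitors block K1F phage lysis so surviving cells raise fluorescence; higher fluorescence means more inhibition of phage lysis; actives were called in the ten point dose series up to 300 µM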
# GPR55 antagonists – GPR55 antagonists blocking LPI-driven arrestin recruitment, primary screen, imaging, U2OS, beta-arrestin-GFP, LPI agonist (AID 2013). U2OS GPR55 beta-arrestin-GFP translocation imaging, LPI antagonism; higher % means a stronger effect. inhibition, % at 10 µM; hits with a dose series show IC50 in µM. actives 0.13% (n = 290,000);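 active = spots per cell inhibited over 60%, with over 100 cells counted and total cytoplasm intensity under 500,000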;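 note: U2OS cells stably carrying GPR55 and arrestin-GFP stimulated by 5 µM LPI near EC80; imaged beta-arrestin-GFP aggregate spots per cell after agonist stimulation; plate controls were LPI-stimulated DMSO wells for no effect and DMSO wells without LPI for full effect; some results filed as inactive read as strong as hits; confirmed hits need IC50 under 10 µM and bright autofluorescent wells are also inconclusive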
# NTR1 ag cell count 20 µM – also measured in NTR1 ag; calls as there; cell count; measured here: cell count, cytotoxicity flag
# * = called active by the depositor; nt = not tested or not shown; [ ] = another dose, or the depositor's remark.
entry	Molecule	KOR beta-arrestin-1	GPR55 beta-arrestin	MgcRacGAP inhibition	NTR1 ag	NTR1 ag cell count 20 µM	NOD1 inhibition	GPR35 arrestin U2OS	KOR beta-arrestin-2	UTI89 phage lysis	GPR55 antagonists
1	O=C(/C=C/c1ccco1)Nc1ccccn1	9%	0.5%	4%	nt	nt	-30%	0%	-5.3%	0.1%	-10%
2	COc1ccc(Cl)cc1N(CC(=O)NCCSCc1ccccc1)S(C)(=O)=O	4%[20 µM]	-0.2%	15%	-1.1	63	9%	2%	-4.6%	0.7%	12%
3	O=C(O)c1cc(S(=O)(=O)N2CCCCC2)ccc1F	-6%	-0.2%	4%	0.2	86	5%	7%	-2.2%	4.7%	20%
4	CC1CCN(c2nc3ccc(C(=O)NCCCN4CCCCC4C)cc3s2)CC1 (stereo not drawn)	-7%[20 µM]	2.0%	8%	3.3	62	-16%	4%	-5.7%	-0.1%	4%
5	CC(C)N(C(=O)Cn1c(SCC(=O)NCc2ccc3c(c2)OCO3)nc2ccccc21)C(C)C	nt	0.6%	8%	1.6	51	-1%	-17%	nt	-0.1%	4%
6	COc1ccc(C(=O)COC(=O)CCN=C2NS(=O)(=O)c3ccccc32)cc1OC	-25%	-0.1%	6%	-0.3	48	12%	9%	9.3%	0.6%	-6%
7	COc1ccc(Nc2nc(N)nc(C(F)(F)F)n2)c(OC)c1	19%	-0.3%	-1%	0.4	77	-12%	5%	-2.3%	5.2%	1%
8	CCN1CCN(CCCNC(=O)c2cc3c(=O)oc4ccc(C)cc4c3s2)CC1	-4%	-0.2%	-5%	1.0	57	-26%	12%	0.5%	-0.1%	14%
9	CCOc1ccccc1N(CC(=O)NCc1ccco1)C(=O)CCC(=O)Nc1nccs1	13%	-0.2%	9%	-0.8	68	-30%	13%	-3.3%	0.1%	9%
10	COc1ccc(OCC(O)CNC(=O)c2sccc2Cl)cc1 (stereo not drawn)	28%	-0.1%	4%	1.2	52	3%	4%	3.5%	0.6%	-5%
11	O=C(O)C1CN(C(=O)c2cccc(Br)c2)C1	-28%	0.1%	4%	-0.5	82	-23%	4%	1.0%	-1.1%	-1%
12	CCc1ccc(-c2nc(CS(=O)CC(=O)NCc3ccccc3)c(C)o2)cc1 (stereo not drawn)	3%	-0.1%	10%	0.2	52	-15%	-20%	-3.3%	0.0%	-1%
13	CC1(C)CC(NC(=S)Nc2ccc(S(N)(=O)=O)cc2)CC(C)(C)N1	32%	-0.5%	7%	1.1	26	-31%	-5%	-0.3%	0.4%	8%
14	COc1cccc2c3c(c(C)nc12)CCN3c1ccccc1	-28%[20 µM]	-0.1%	14%	6.7	68	7%	6%	-1.9%	0.3%	17%
15	CCc1nnc(NS(=O)(=O)c2ccc(N=Cc3c(C)[nH]n(-c4ccc(C)cc4)c3=O)cc2)s1	-7%	-0.1%	2%	0.0	55	4%	0%	2.5%	0.0%	14%
16	Cc1onc(-c2ccccc2)c1-c1n[nH]c(=S)n1-c1ccc(C(=O)O)cc1	1%	-0.1%	5%	-0.7	49	-10%	-6%	-1.3%	6.4%	0%
17	CCn1c(Cc2ccc(OC)cc2)nnc1SCC(=O)NC1CC1	-10%	-0.1%	10%	-1.0	57	-11%	7%	2.3%	0.1%	1%
18	COCCn1c(SCC(=O)Nc2sc(C)c(C)c2C#N)nnc1C(C)C	13%	-0.1%	8%	2.1	55	-24%	-3%	-0.8%	-1.2%	11%
19	CCOc1ccc(C(C)=O)cc1COC(=O)c1cccnc1SC	-2%	-0.4%	2%	-0.1	36	-31%	2%	-4.7%	0.0%	14%
20	O=P(O)(CN1CCCCCC1)C1Cc2ccccc2C1	-24%	1.1%	nt	-0.6	46	7%	4%	2.7%	nt	-16%
21	O=C(Nc1ccccc1C(=O)NC1CCCCC1)c1ccccc1	-10%	-0.1%	9%	1.1	55	-6%	-9%	-3.0%	3.0%[50 µM]	-1%
22	COc1ccc(CCNC(=O)c2ccc3ccccc3n2)cc1	-8%	-0.2%	6%	0.1	51	-37%	7%	-4.9%	0.3%	-23%
23	CCc1ccc(CN(C)CCc2ccccn2)cc1	-17%	-0.2%	13%	-1.0	58	8%	-8%	-2.7%	5.4%	-2%
24	Cn1c(SCC(=O)c2ccccc2)nnc1-c1cccs1	28%	0.4%	12%	2.0	60	-4%	6%	-2.3%	0.2%	19%
25	Cc1ccc(-c2ccc(SCC(=O)c3ccccc3)nn2)cc1	10%	0.2%	5%	0.4	59	-43%	2%	-1.1%	0.9%[50 µM]	-4%
26	CCOC(=O)c1ccc(N(C(=O)c2ccco2)C(C(=O)NC2CCCCC2)c2ccncc2)cc1 (stereo not drawn)	-25%	-0.4%	6%	-0.3	44	-33%	-4%	3.2%	0.1%	3%
27	COc1ccc2c(c1)CCc1c-2n[nH]c1C(=O)O	-10%	-0.1%	4%	1.7	53	nt	2%	1.8%	0.5%	20%
28	COc1ccc(CNC(=O)COc2cc(=O)n(C)c3ccccc23)cc1	-11%	-0.3%	-9%	0.2	110	7%	-1%	6.3%	0.1%	25%
29	Cc1cc(C(=O)N/N=C/C=C/c2ccccc2)c(C)o1	27%	-0.2%	5%	1.7	46	-21%	-3%	-5.9%	2.1%	8%
30	CN1CCC(=C2c3ccccc3C=Cc3ccccc32)CC1	25%	0.2%	5%	-0.2	62	-30%	-12%	-0.7%	11%	27%

# Next section.
entry	Molecule	KOR beta-arrestin-1	GPR55 beta-arrestin	MgcRacGAP inhibition	NTR1 ag	NTR1 ag cell count 20 µM	NOD1 inhibition	GPR35 arrestin U2OS	KOR beta-arrestin-2	UTI89 phage lysis	GPR55 antagonists
31	Cc1ccc2nc(Nc3ccc(C)c(C)c3)c3nncn3c2c1	-24%	0.3%	16%	25	90	0%	-7%	1.2%	0.1%	10%
32	O=c1[nH]c2ccc(S(=O)(=O)N3CCC(Cc4ccccc4)CC3)cc2o1	-10%	-0.2%	9%	3.0	45	0%	4%	2.9%	-0.3%	8%
33	O=C(CCc1nnc(CCc2ccccc2)o1)N1CCCC1c1nccs1 (stereo not drawn)	5%	-0.2%	9%	-1.2	47	-42%	-5%	-4.1%	-0.1%	8%
34	O=C(NCC1CCCCC1)c1cccc(Br)c1	-28%	0.1%	3%	-0.4	54	2%	-10%	3.9%	-0.3%	2%
35	CN1CCN(C(=O)C2=C[C@@H](c3ccc(C(F)(F)F)cc3)C[C@@H](OCCCCO)O2)CC1	-4%	0.2%	6%	-0.7	73	10%	8%	-1.7%	0.5%	11%
36	O=C1CC(c2ccc3c(c2)OCO3)Sc2nc3ccccc3n21 (stereo not drawn)	-36%	-0.3%	6%	0.9	48	nt	-4%	7.1%	0.3%	0%
37	O=C(COc1ccccc1Cl)NCCNC(=O)c1ccncc1	-28%	0.0%	6%	1.2	47	1%	-3%	0.5%	0.1%	-3%
38	CC(C)Oc1ccc(C(=O)N2CCN(C(=O)c3ccco3)CC2)cc1	-15%	-0.2%	1%	1.0	58	-19%	-7%	1.2%	-0.2%	-5%
39	COc1ccc(-c2noc(COc3ccc4ccccc4c3Br)n2)cc1OC	-6%	-0.5%	4%	3.2	83	-60%	2%	48%	0.5%	10%
40	O=C(NC1CCN(Cc2ccccc2)CC1)c1ccccc1	-3%	0.0%	7%	0.6	95	-3%	9%	-0.8%	0.1%	9%
41	COP1(=O)C[C@@H](O)[C@@H](O)[C@@H](COCc2ccccc2)O1 (stereo partly drawn)	22%	0.0%	8%	-1.8	82	-3%	-1%	-0.4%	0.3%	0%
42	COc1ccccc1CNC(=O)c1cc(S(=O)(=O)N2CCCCC2)c[nH]1	-3%[20 µM]	-0.1%	-4%	-2.4	53	2%	0%	2.2%	-1.4%	2%
43	CCNS(=O)(=O)c1ccc(CCC(=O)Nc2ccc3c(c2)OCO3)cc1	4%	-0.1%	11%	-0.1	71	25%	-4%	-5.5%	1.5%	0%
44	Cc1c(C#N)c2ncn(CC#N)c(=O)c2n1-c1ccccc1	19%	0.1%	5%	-0.5	39	-31%	6%	2.4%	0.2%	3%
45	Cc1cccc(NC(=O)c2nc[nH]c2C(=O)N[C@@H](Cc2ccccc2)C(=O)OC(C)(C)C)c1	29%	2.1%	13%	51*	110*	4%	-13%	-1.1%	1.4%	23%
46	O=C1NCCCc2nc(Oc3ccccc3)sc21	1%	-0.2%	1%	-0.2	42	4%	-3%	-0.7%	5.3%	-4%
47	Cc1ccc(C(C(=O)NCc2ccco2)N(C(=O)CNC(=O)c2cccs2)c2c(C)cccc2C)cc1 (stereo not drawn)	-6%	-0.4%	3%	1.6	83	-41%	2%	-0.7%	0.2%	2%
48	Cc1ccc(N(CC(O)CN2CCCCC2)S(=O)(=O)c2ccc(C)cc2)cc1 (stereo not drawn)	-6%	0.3%	5%	0.4	51	-42%	4%	-0.5%	-0.1%	9%
49	CN(Cc1nc2ccccc2c(=O)[nH]1)CC(O)COCc1ccco1 (stereo not drawn)	12%	0.1%	4%	-0.1	92	-16%	-15%	-1.3%	0.4%	5%
50	Cc1ccc(NC(=O)Cn2c(=O)cnc3ccccc32)cc1S(=O)(=O)N(C)C	24%	0.1%	7%	-0.1	42	-22%	0%	-1.2%	6.3%	-11%
51	Cc1sc(/N=C/c2ccccc2O)c(C#N)c1C	-7%	0.6%	nt	nt	nt	-46%	-8%	-2.2%	nt	-4%
52	Cc1cccc(NC(=O)Nc2ccc(C#N)cc2)n1	-27%	0.2%	7%	2.5	60	63%*	13%	-0.4%	0.0%	2%
53	Cc1cccc(NS(=O)(=O)c2cc3c4c(c2)C(C)C(=O)N4CCC3)c1 (stereo not drawn)	-11%	0.3%	13%	0.5	52	-15%	0%	-3.6%	0.4%	12%
54	COc1ccc(C(=O)C(Cc2cc(C(C)=O)ccc2OC)N2CCCC2)cc1 (stereo not drawn)	-11%	0.4%	-2%	-0.4	62	-34%	-4%	2.8%	-0.1%	-3%
55	Cn1c(=O)c2c(ncn2CC(=O)OCC(=O)Nc2ccc(Cl)cc2Cl)n(C)c1=O	-24%	0.3%	10%	0.3	78	-34%	4%	3.4%	0.0%	5%
56	O=C(O)CC1S/C(=N/N=C/C=C/c2ccccc2[N+](=O)[O-])NC1=O (stereo not drawn)	-18%	0.1%	12%	3.4	47	-14%	-7%	7.7%	2.4%	8%
57	O=C(O)c1ccc(Cn2cc(C(F)(F)F)ccc2=O)cc1	-2%	0.3%	9%	-1.0	87	-42%	29%	-2.3%	0.1%	6%
58	COc1ccc(C2CC(c3ccc(C)cc3)Nc3nc(N)nn32)cc1 (stereo not drawn)	-24%	-0.1%	9%	-4.7	73	-43%	0%	-2.0%	0.2%	7%

# A portion of the library; rates above refer to the full screens.
